# NALP1 yeast inh: NALP1 inflammasome inhibitors in reconstituted yeast, colorimetric, S. cerevisiae, triplicate retest. S. cerevisiae NALP1/ASC/caspase-1 growth, X-gal OD620, 72 h. inhibition, % at 10 µM. 280,000 compounds, 0.61% hits. AID 2071, 2009; in the data active = inhibition mostly above about 24%, no sharp cut-off; inactive = mostly below about 32%; note: some compounds called inactive have numbers as strong as hits
# pCIP destab: p/CIP-EGFP fusion destabilizers, primary screen, fluorescence, F442A cells | Q05BA5 | 16 h | decrease of EGFP signal, % at 10 µM | 290,000 compounds, 0.01% hits | AID 1984, 2009;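 active = EGFP signal decrease of at least 30% at 10 µM or well 3 SD below plate mean, unless failing retest; inactive = the rest, including hits failing retest or dose response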; note: some compounds called inactive have numbers as strong as hits; many of its hits are not listed in these tables
# IDE inh: human IDE inhibitors in live cells, primary screen, fluorescence polarization, HEK cells, FAbetaB substrate | 320,000 compounds, 0.41% hits | inhibition, % at 5.59 µM | FAbetaB cleavage;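 active = percent inhibition above the average of all tested compounds plus 3 SD, set per screening campaign, cut at about 16% in these data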;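 note: IDE supplied by intact live HEK cells; FP after avidin binding of uncleaved biotin substrate so inhibition keeps polarization high; 0% = DMSO wells and 100% = 60 µM reference IDE inhibitor Ii1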
# VIM-2 inhibitor: VIM-2 metallo-beta-lactamase inhibitors, primary screen, biochemical, epi-absorbance readout, Pseudomonas aeruginosa enzyme. AID 1527, 2009. 290,000 compounds, 0.89% hits. purified VIM-2, nitrocefin hydrolysis, epi-absorbance fluorescence. inhibition, % at 5.6 µM;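 active = inhibition above the mean of all tested compounds plus 3 SD, cutoff set per screening run, cut at about 7.5% in these data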;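 note: red hydrolysis product quenches plate fluorescence so inhibitors raise well fluorescence; 0% = enzyme with DMSO and 100% = DMSO without enzyme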
# IDE act: human IDE activators in live cells, primary screen, fluorescence polarization, HEK cells, FAbeta-B substrate; Insulin-degrading enzyme (Homo sapiens), P14735; FAbeta-B cleavage; 0% vehicle, 100% cell-free pure enzyme wells; activation, % at 5.96 µM; 340,000 compounds, 0.073% hits; AID 493087, 2011;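 active = activation above the mean of all tested compounds plus 3 SD, set per screening campaign, cut at about 17% in these data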
# IMP-1 inhibitor: IMP-1 metallo-beta-lactamase inhibitors, primary screen, biochemical, epi-absorbance readout, Pseudomonas aeruginosa enzyme; purified IMP-1, nitrocefin hydrolysis, epi-absorbance fluorescence; AID 1556, 2009; inhibition, % at 5.6 µM; 290,000 compounds, 0.45% hits;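 active = inhibition above the mean plus 3 SD of all compounds in the same screening run, cut at about 4.5% in these data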;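 note: 0% = IMP-1 with DMSO and 100% = DMSO wells lacking enzyme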
#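 Test system: recombinant IMP-1 enzyme, purified / Medium: HEPES buffer pH 7.1 with ZnSO4 and Brij 35 / Doses: single dose, 5.6 µM / Times: 25 °C, 15 min preincubation, 25 min reaction / Detection: Epi-absorbance via hydrolysed-nitrocefin quenching of white-plate fluorescence, 480/530 nm, EDTA stop / Evaluation: percent inhibition from optical density relative to buffer-blank wells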
# PHOSPHO1 inh: PubChem AID 1565; Phosphoethanolamine/phosphocholine phosphatase (Homo sapiens), Q8TCT1; recombinant PHOSPHO1, absorbance phosphatase assay; inhibition, % at 13.3 µM; 290,000 compounds, 1.1% hits; in the data active = inhibition above about 60%
# Target sequence (Q8TCT1 whole entry, looked up): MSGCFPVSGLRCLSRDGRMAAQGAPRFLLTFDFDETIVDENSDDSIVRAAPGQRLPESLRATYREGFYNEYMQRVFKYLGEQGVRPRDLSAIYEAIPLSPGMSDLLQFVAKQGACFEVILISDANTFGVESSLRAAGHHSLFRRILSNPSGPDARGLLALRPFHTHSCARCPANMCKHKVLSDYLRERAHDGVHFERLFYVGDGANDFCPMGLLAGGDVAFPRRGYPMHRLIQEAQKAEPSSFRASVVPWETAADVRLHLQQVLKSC
# GPR7 antag: GPR7 receptor antagonists, primary screen, cell-based, fluorescence, single concentration; Neuropeptides B/W receptor type 1 (Homo sapiens), P48145; GPR7-expressing cells, fluorescence antagonist assay; inhibition, % at 4.4 µM; 290,000 compounds, 1.1% hits; in the data active = inhibition above about 16%, passing the limit was not always enough;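 note: cells stimulated with the agonist NPW; 0% = agonist with vehicle and 100% = vehicle without agonist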
# Target sequence (P48145 whole entry, looked up): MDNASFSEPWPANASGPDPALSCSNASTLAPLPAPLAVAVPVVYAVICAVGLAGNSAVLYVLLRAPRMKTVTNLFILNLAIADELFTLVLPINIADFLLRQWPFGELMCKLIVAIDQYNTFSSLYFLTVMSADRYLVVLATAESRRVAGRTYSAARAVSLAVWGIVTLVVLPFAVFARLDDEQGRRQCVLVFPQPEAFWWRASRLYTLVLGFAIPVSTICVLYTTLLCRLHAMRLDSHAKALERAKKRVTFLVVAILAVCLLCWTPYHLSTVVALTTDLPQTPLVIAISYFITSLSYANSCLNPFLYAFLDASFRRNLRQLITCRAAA
# M18AAP inhibitor: PfM18AAP inhibitors, malaria aminopeptidase, primary screen, biochemical, QFRET, recombinant enzyme; AID 1822, 2009; M18 aspartyl aminopeptidase (Plasmodium falciparum 3D7); 290,000 compounds, 1.2% hits; inhibition, % at 7.35 µM; H-Glu-NHMec fluorogenic cleavage;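 active = inhibition above the campaign mean inhibition over all tested compounds plus 3 SD, cut at about 28% in these data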;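 note: 0% = plate median of test compound wells and 100% = 2 mM ZnCl2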
# * hit, by the source's call; nt = not tested or not shown; & = joins results of further samples.
item	SMILES	NALP1 yeast inh	IDE inh	IMP-1 inhibitor	IDE act	pCIP destab	M18AAP inhibitor	VIM-2 inhibitor	PHOSPHO1 inh	GPR7 antag
1	O=c1oc2ccccc2cc1-c1ccccc1	11	0	-1.5	3	2	-10	1.4	51	12
2	CNC(=O)c1cnc(-c2ccccc2)nc1-c1ccccc1	1	3	-2.5	3	11	0	0.3	nt	-12
3	Cc1cccc2c1cnn2C(=O)CCC(=O)NCc1ccc(F)cc1	13	1	-2.0	4	-4	2	0.7	33	-3
4	COc1ccccc1NC(=O)C1CCN(C(=O)c2ccco2)CC1	-4	-4	-2.7	2	-13	4	0.3	13	-8
5	O=C1c2ccccc2C(=O)N1OCc1ccccc1	11	0	-2.0	5	0	-3	-2.3	6	-4
6	CCOC(=O)N1CCN(C(=O)Cn2nc(C)c3sc4ccccc4c3c2=O)CC1	15	2	-2.5	-5	-16	-1	2.5	16	-17
7	Clc1ccc(C(c2ccccc2)N2CCN(c3ccccn3)CC2)cc1 (stereo unspecified)	4	-2	-3.7	10	0	-2	-2.5	8	-20
8	CSc1nnc(CCCCCCCCc2nnc(SC)o2)o1	-4	8	-2.6	1	0	3	-4.6	-19	-18
9	Cc1nonc1OCCNCc1c(C(=O)N(C)C)nc2ccc(Cl)cn12	-2	0	-4.2	2	-7	1	-1.9	3	-5
10	Cc1ccc(C)c(Cn2nc(-c3cc(C)ccc3C)ccc2=O)c1	7	-1	-2.4	4	-4	2	-0.2	50	-9
11	Cc1cc(-c2ccc(C(C)C)c(S(=O)(=O)N3CCN(c4ccccn4)CC3)c2)on1	19	3	-0.4	5	12	1	-0.1	29	4
12	O=C(NCc1cccnc1)/C(=C/c1ccccc1)NC(=O)c1ccccc1	12	-6	-4.2	1	-1	0	-6.4	28	-9
13	c1cncc(-c2nc(N3CCCCCC3)c3ccccc3n2)c1	20	0	-3.1	-4	-28	1	-1.5	15	-17
14	O=C(COC(=O)/C=C/c1cccc([N+](=O)[O-])c1)NCCCN1CCCC1=O	1	0	-3.1	-3	8	-4	-2.2	1	-5
15	COc1ccc2oc3ccc(OC)cc3c(=O)c2c1	6	2	-2.7	3	-9	7	-1.1	0	0
16	Cc1ccc(C(=O)N2CCN(c3ccccc3Cl)CC2)cc1[N+](=O)[O-]	38*	2	-4.9	-4	-1	4	-2.6	20	-4
17	O=C(NC1CCCC1)c1cccc(Oc2ccccc2)c1	2	5	-1.9	-1	-7	-10	-0.2	37	-14
18	Cc1sc2ncn(CC(=O)N3CCCCC3)c(=O)c2c1C	12	-1	-3.3	0	-12	-2	-3.1	51	-9
19	O=C(SCC(O)C(O)CS)c1cccs1 (stereo unspecified)	8	-1	nt	-2	-2	nt	nt	-1	nt
20	COc1ccccc1/C=N/NC(=O)C1=NNC(c2ccccc2)(c2ccccc2)C1	-10	-1	-6.6	nt	-10	9	-3.1	-1	3
21	O=C(O)CC(NC(=O)CC(c1ccccc1)c1ccccc1)c1cccc([N+](=O)[O-])c1 (stereo unspecified)	-9	2	-6.0	-1	-1	4	-5.3	40	4
22	O=C(CNC(=S)NC(=O)C1CCCCC1)c1ccccc1	15	-2	-1.5	3	10	-2	-3.4	-2	-9
23	CN(CC(=O)Nc1cccc([N+](=O)[O-])c1)S(=O)(=O)c1ccccc1	0	0	-2.4	0	-18	-1	-1.9	34	-13
24	Cc1ccc(NC(=O)CN2C(=O)S/C(=C\c3cc(C)n(C)c3C)C2=O)cc1	1	4	-0.8	-1	-15	8	-0.7	16	1
25	CCCOc1ccc(N2C(=O)CC(N3CCN(C(=O)c4ccco4)CC3)C2=O)cc1 (stereo unspecified)	45	5	-2.7	-3	-2	3	-4.8	18	-8
26	Cc1ccccc1-n1c2nc(=O)n(C)c(=O)c-2cc2ccccc21	-12	2	-2.3	-2	1	7	-1.8	33	1
27	CCOC(=O)C1=C(C)N=c2s/c(=C\c3ccc(OCC(=O)O)cc3)c(=O)n2C1c1ccccc1 (stereo unspecified)	4	1	2.6	4	0	7	1.1	19	-13
28	Cc1ccc(CN(C)S(=O)(=O)c2c(C)noc2/C=C/N(C)C)cc1	-6	4	-4.1	2	-13	-2	-0.1	12	-24
29	O=C(CCn1cnnn1)N1CCCC(Nc2ccc(F)cc2)C1 (stereo unspecified)	-21	8	-3.4	0	-14	8	-1.6	41	-17
30	O=C(Nc1ccc(S(=O)(=O)Nc2ncccn2)cc1)C1COc2ccccc2O1 (stereo unspecified)	3	3	-1.8	1	2	3	-2.3	32	0
31	COC(=O)CNC(=O)CSc1nc2c(sc(=S)n2-c2ccccc2)c(=O)[nH]1	-8	nt	-4.2	1	-17	-1	-3.5	5	7
32	COC(=O)COC(=O)c1ccccc1NC(=O)c1ccccc1	31	0	-3.9	2	12	2	-2.6	0	2
33	COc1ccc(NS(=O)(=O)c2ccc(O)c(C(=O)OCC(=O)NC3CCCCC3)c2)cc1	-22	3	-1.9	2	0	8	0.3	40	-14
34	CSc1nnc(-c2sc3cc(C(F)(F)F)cnc3c2-c2ccccc2)n1C	-7	-3	-1.4	5	5	3	-0.7	7	-4
35	O=C1CCCC2=C1C1(CCCCC1)N=C(Nc1nc3ccccc3s1)N2	nt	6	-1.2	5	1	-12	0.1	-16	-5
36	CC(=O)NS(=O)(=O)c1cccnc1Nc1cccc(Cl)c1	5	-3	-5.4	4	-4	4	-4.6	-15	-10
37	Cc1ccc(NC(=S)N(Cc2ccc(Br)cc2)Cc2ccc(C(=O)O)cc2)cc1C	-2	-1	-1.9	5	-8	2	-3.0	-19	3
38	COC(=O)c1sc(S(=O)(=O)Nc2ccc(Br)cc2)c(C(=O)OC)c1C	32	2	0.5	3	12	7	0.1	-15	3
39	COCC(C)(C)COS(N)(=O)=O	15	-3	-1.2	3	10	2	-1.4	-19	-1
40	Cc1ccccc1-n1nc(C)c2cc(C(=O)N3CCOCC3)sc21	18	1	-1.2	8	-2	6	-1.6	22	2
41	CCc1ccc(NC(=O)Cn2c(=O)n(CCC(=O)NC3CCN(Cc4ccccc4)CC3)c(=O)c3ccccc32)cc1	nt	-2	-1.9	9	-8	-11	0.6	10	8
42	Cc1ccc(S(=O)(=O)N2CCN(C(=O)CCC(=O)OCC(=O)Nc3cccc(C#N)c3)CC2)cc1	15	3	-4.7	5	4	-5	-2.6	15	12
43	CC1(c2ccccc2)CC(C)(C)N2C(=O)/C(=C3\SC(=S)NC3=O)c3cccc1c32 (stereo unspecified)	2	-4	-3.5	0	4	-9	-3.3	6	-11
44	CC1Cc2ccccc2N1C(=O)CN1CCc2ccccc2C1 (stereo unspecified)	15	-8	-2.7	6	1	1	5.3	-1	4
45	COc1ccccc1-n1c(-c2ccccc2)c[n+]2c1CCc1ccccc1-2	5&10	12&-1	-1.2&0.2	5&3	-8&-9	-9&11	-3.2&2.2	12&40	28*
46	CN1CCN(S(=O)(=O)c2ccc(NC(=O)Cc3ccc([N+](=O)[O-])cc3)cc2)CC1	20	4	-1.5	1	4	1	-2.9	57	18
47	CCCCN(CC)CCCNC(=O)c1cc2c(=O)n(C)c3ccccc3c2n1C	9	2	-3.6	2	3	0	25*	-14	-2
48	C/C(=N/NC(=O)Cc1cccn1C)c1ccccc1	8	-3	-1.7	7	-4	3	0.1	8	-13
49	CCN(c1ccccc1)S(=O)(=O)c1nnc(NC(=O)c2ccco2)s1	12	-2	-3.4	5	-6	10	-2.0	20	-5
50	Cc1ccc(S(=O)(=O)Nc2ccc(Cl)cc2)cc1NC(=O)Cn1cnc2c1c(=O)n(C)c(=O)n2C	38	2	-1.2	3	-3	0	-2.6	-5	2

# More compounds follow.
item	SMILES	NALP1 yeast inh	IDE inh	IMP-1 inhibitor	IDE act	pCIP destab	M18AAP inhibitor	VIM-2 inhibitor	PHOSPHO1 inh	GPR7 antag
51	CCC(=O)N1CCN(c2ccc(OC)cc2[N+](=O)[O-])CC1	36	4	-0.7	-2	-13	2	-0.3	-4	0
52	C#CCOCCOCCOCCNc1nc(N2CCN(C(=O)[C@H]([C@@H](C)CC)n3cc([C@@H](N)CO)nn3)CC2)nc(N2CCN(C(=O)[C@H](Cc3ccc(O)cc3)n3cc([C@@H](N)C(C)CC)nn3)CC2)n1 (stereo partly specified)	-3	3	-1.7	-5	-6	-1	-1.6	44	-9
53	O=[N+]([O-])c1ccc(C(=Nc2cccc3ccccc23)N2CCOCC2)cc1	7	-5	-2.7	4	5	-6	-7.6	18	2
54	Clc1cccc(-c2cc3nc4c(c(N5CCNCC5)n3n2)CCCC4)c1	11	nt	-4.3	nt	-8	3	4.5	-3	-1
55	COc1cc(C2c3sc(=O)[nH]c3SC3C4CCC(C4)C23)ccc1O (stereo unspecified)	8	-3	2.8	-8	-8	8	8.8*	23	27*
56	O=C(Nc1ccccc1N1CCN(c2ccccc2)CC1)c1ccccc1F	6	3	-2.9	7	-16	-1	-0.7	37	-3
57	O=C(NCC(=O)N(Cc1ccco1)C(C(=O)NC1CCCCC1)c1cccnc1)c1ccco1 (stereo unspecified)	26	5	-2.9	-1	-10	1	-3.2	-25	-12
58	CCOCCOC(=O)c1[nH]c2c(c1C)C(=O)CC(c1ccc(N(C)C)cc1)C2 (stereo unspecified)	34	-2	-3.3	4	6	-4	-1.7	22	-8
59	COc1ccc(OCC(O)CN2CCCCC2)cc1 (stereo unspecified)	-2	7	-4.9	2	-14	-2	-0.7	13	-6
60	Cc1ccc(-c2nnc(SCC(=O)N/N=C/c3ccccc3C(=O)O)n2-c2ccc(Cl)cc2)cc1	-5	0	-3.0	-4	1	-10	-2.5	-8	5
61	CCn1c(=O)c(C(=O)CN2c3ccccc3CC2C)c(N)n(Cc2ccccc2)c1=O (stereo unspecified)	16	4	-1.5	1	-16	0	-4.0	-19	0
62	COc1ccc(N2CCN(C(=O)c3ccc(CNS(=O)(=O)c4cccc(OC)c4)cc3)CC2)cc1	5	4	-3.7	4	-20	7	-1.3	14	-15
63	CCCCCCC(=O)N/N=C/c1ccc(Br)cc1	23	6	-1.9	5	9	-2	-4.0	-9	-12
64	Cc1ccc(NC(=O)CCSCCc2ccccn2)cc1	4	-3	-1.4	6	-5	-2	-0.4	-13	-19
65	CN(C)Cc1nnnn1-c1cccc(-n2nnnc2CN(C)C)c1	11	-12	-1.8	3	-4	-8	-2.5	21	-2
66	CCN1CCN(C(=O)C2CCCN(S(=O)(=O)c3cc(Cl)ccc3Cl)C2)CC1 (stereo unspecified)	12	-1	-1.7	-3	-2	0	3.3	43	-13
67	Nc1ccc(S(=O)(=O)Nc2ccc(C(=O)c3ccccc3)cc2)cc1	7	-3	-0.3	1	-9	-2	0.9	34	-7

# Assay outcomes: PubChem BioAssay, several laboratories
